Bioassay records: PubChem BioAssay, National Center for Advancing Translational Sciences (NCATS)
S2 tox – viability counter-screen for ATXN expression inhibitors; Potency, µM (titrated, usually from 56.7 µM), usual class: cytotoxic; S2 cells (HEK-293 line with an ATXN2-luciferase reporter) viability, CellTiter-Fluor protease fluorescence, 24 h; AID 651635; 400,000 tested, 0.49% active; active means well fitted cell-killing curve with a large enough effect; inconclusive means small, poorly fitted or top-dose-only effect, or effect the other way; inactive means no such curve, though single readings can be large or run the other way; further: nearly all actives have a fitted effect of over 40% in size
Calls only; i = inactive; ? = inconclusive. Potency means the concentration at half of the fitted maximal effect. An excerpt, so the mix of outcomes need not match the whole.

SMILES	S2 tox
COc1ccc(OC)c(CN2CCC3(CCC(CNC(=O)c4ccco4)O3)CC2)c1 (stereo unspecified)	i
CCC1(C2CCN(Cc3cccc4ccccc34)CC2)NC(=O)N(Cc2ccc3c(c2)OCO3)C1=O (stereo unspecified)	i
Cc1cc(CNC(=O)CCN2Cc3cc(Cl)ccc3OC(C)C2)nn1C (stereo unspecified)	i
COc1cccc(-c2nc3cc4c(cc3cc2CN(C(=O)c2csc(C)n2)C2CC2)CCC4)c1OC	?
COc1cc(=O)n2c(c1C(=O)N(C)Cc1nccs1)CCN(Cc1ccc(Cl)cc1)CC2	i
CCCCC/C=C\CCC(=O)N[C@H]1[C@H](Oc2c3cc4cc2Oc2ccc(cc2Cl)[C@@H](O[C@@H]2O[C@H](CO)[C@@H](O)[C@H](O)[C@H]2NC(C)=O)[C@@H]2NC(=O)[C@H](NC(=O)[C@@H]4NC(=O)[C@H]4NC(=O)[C@@H](Cc5ccc(c(Cl)c5)O3)NC(=O)[C@H](N)c3ccc(O)c(c3)Oc3cc(O)cc4c3)c3ccc(O)c(c3)-c3c(O[C@H]4O[C@H](CO)[C@@H](O)[C@H](O)[C@@H]4O)cc(O)cc3[C@@H](C(=O)O)NC2=O)O[C@H](CO)[C@@H](O)[C@@H]1O	i
Cc1cnc(C)c(-c2cc(F)cc3c2OC(CNC(=O)C2CCOC2)C3)n1 (stereo unspecified)	i
COc1cc(=O)n2c(c1C(=O)N(C)Cc1nonc1C)CCN(Cc1c(F)cccc1F)CC2	i
COc1ccccc1CN1CCC2(CC1)c1ccccc1[C@@H](NC(=O)c1ccco1)[C@@H]2OC	i
Cc1ccc(C)c(CN2C[C@H](Sc3ccccn3)C[C@H]2C(=O)Nc2ccc3sc(C)nc3c2)c1	i
Cc1cc(C(=O)NCc2nc(-c3cccc(NC(=O)c4ccccc4)c3)oc2C)nc(C)n1	i
CSc1ccc(C(=O)N2CCc3c(cnc(C)c3CNC(=O)c3cncs3)C2)cc1	i
COc1ccc(-c2nc3cc(C)ccc3cc2CN(C(=O)c2ccco2)C2CC2)cc1OC	i
COC1=C(C(=O)O)N2C(=O)[C@@H](NC(=O)[C@H](N)C3=CCC=CC3)[C@H]2SC1	i
COc1cccc(C2(CC(=O)N3CCC(c4nc5ccccc5o4)CC3)CC(=O)N(C)C2=O)c1 (stereo unspecified)	i
O=C(NCC1(N2CCOCC2)CCCCC1)c1cnn(-c2nccc(-c3cccs3)n2)c1C1CC1	i
CC(C)(C)c1ccc(S(=O)(=O)N[C@H]2CC[C@@H](n3cc(C(=O)N4CCCC4)nn3)CC2)cc1	i
CC(C)C(NC(=O)c1ccoc1)c1nnc2n1CCN(C(=O)/C=C/c1ccc(F)cc1)CC2 (stereo unspecified)	?
CC(=O)OCC(=O)[C@@]1(O)CC[C@@H]2[C@H]3CCC4=CC(=O)CC[C@]4(C)[C@]3(F)[C@@H](O)C[C@@]21C	i
CO[C@@H]1C=CO[C@]2(C)Oc3c(C)c(O)c4c(O)c(c(C=NN5CCN(C)CC5)c(O)c4c3C2=O)NC(=O)C(C)=CC=C[C@H](C)[C@H](O)[C@H](C)[C@H](O)[C@H](C)[C@H](OC(C)=O)[C@H]1C	?
COc1ccc(OC)c(-c2cc(Cl)c3c(c2)CC(CNC(=O)c2cccnc2SC)O3)c1 (stereo unspecified)	i
S=C(NC1CCCCC1)N1CCC([C@H]2C=NC=N2)CC1	i
Cc1ccc2nc(SCC(=O)NCC3Cc4cccc(-c5nc(C)cnc5C)c4O3)[nH]c2c1 (stereo unspecified)	i
COc1ccccc1C(=O)N[C@@H]1c2ccccc2C2(CCN(C(=O)c3csnn3)CC2)[C@H]1OC	i
COc1cccc(CN2C(=O)NC(C)(C3CCN(Cc4cc(Cl)ccc4O)CC3)C2=O)c1OC (stereo unspecified)	i
(list continues)
SMILES	S2 tox
COC(=O)c1c(OCc2cccnc2)cc(=O)n2c1CCN(C(=O)c1c3c(nn1C)CCCC3)CC2	i
O=C1CCN(Cc2cccc(C(F)(F)F)c2)CCN1Cc1ccccn1	i
COc1cc(CN2CCC3(CCC(CNC(=O)c4ccco4)O3)CC2)ccc1O (stereo unspecified)	i
c1coc(-c2ccccc2CN2CCOc3ccc(CN4CCOCC4)cc3C2)c1	i
COc1cc(CN2CCCC(n3cc(C(=O)N4CCCCC4)nn3)C2)cc(OC)c1OC (stereo unspecified)	i
CC(NC(=O)c1cccnc1)c1nnc2n1CCN(Cc1ccc(F)cc1F)CC2 (stereo unspecified)	i
NC[C@H]1O[C@H](O[C@H]2[C@H](O)[C@@H](O[C@H]3O[C@H](CO)[C@@H](O)[C@H](N)[C@H]3O)[C@H](N)C[C@@H]2N)[C@H](O)[C@@H](O)[C@@H]1O	i
CCc1nc2cc(C(=O)N(C)C3CCOC3)cc(NC(=O)c3ccccc3OC)c2n1C (stereo unspecified)	i
CC(C(=O)O)c1ccc(C2CCCCC2)c2ccccc12 (stereo unspecified)	i
OC1(c2cccnc2)CCN(Cc2ccc3c(c2)CN(Cc2cc(F)cc(F)c2)CCO3)CC1	i
Cc1ccc2c(C)nc(N3CCCC(C(=O)NC(C)(C)CO)C3)nc2c1 (stereo unspecified)	i
Cc1ccccc1CN1CCc2nnc(C(C)NC(=O)C3CCN(C)CC3)n2CC1 (stereo unspecified)	i
CCS(=O)(=O)Nc1cc(C(=O)N2C[C@@H](C)O[C@@H](C)C2)c2c(c1)nc(-c1ccccc1)n2C	i
Cc1cccnc1-c1cccc2c1OC(CNC(=O)C1CCCc3c1[nH]c1ccccc31)C2 (stereo unspecified)	i
CCC1CN(CCNC(=O)c2cccc(C)n2)Cc2cc(OC)ccc2O1 (stereo unspecified)	i
O=C(O)[C@@H]1CCCNC1	i
COc1ccc(CNCC(O)COc2ccc3[nH]c(=O)ccc3c2)cc1OC (stereo unspecified)	i
CCn1c(-c2ccccc2F)nc2cc(C(=O)N3CCNC(=O)C3CC(=O)OC)cc(NC(C)=O)c21 (stereo unspecified)	i
CC(=O)N1CCN(c2nc3cc(C)ccc3cc2CN(C(=O)c2cccc3ccccc23)C2CC2)CC1	?
COc1cc(CN2CCCC(c3nc(-c4ccncc4)ncc3-c3ccccc3)C2)ccc1O (stereo unspecified)	i
Cc1ccccc1-c1cnc(-c2ccncc2)nc1C1CCCN(Cc2ccccc2O)C1 (stereo unspecified)	i
Cc1ccc(CN2C[C@H](Sc3ccccn3)C[C@H]2C(=O)Nc2ccc3sc(C)nc3c2)cc1	i
Cc1ccc2[nH]nc(C(=O)N3CCOc4ccc(CN5CCc6sccc6C5)cc4C3)c2c1	?
CCC1(C2CCN(C(=O)c3ccccc3C(C)=O)CC2)NC(=O)N(CCc2scnc2C)C1=O (stereo unspecified)	i
O=C(NCC1(N2CCOCC2)CCCC1)c1cnn(-c2nccc(-c3ccco3)n2)c1C1CC1	i
Other compounds follow.
SMILES	S2 tox
Cc1ccc2cc(CNCc3cccc4ccccc34)c(N3CCC(O)CC3)nc2c1	i
COCC(=O)Nc1cc(C(=O)N2CCSCC2)cc2nc(-c3ccccc3)n(C)c12	i
O=C(NCCN1CCOCC1)c1cnn(-c2nccc(-c3cccs3)n2)c1C1CC1	i
CC(C)CC(=O)N[C@H](C(=O)N[C@H](C(=O)N[C@@H](CC(C)C)[C@H](O)CC(=O)N[C@@H](C)C(=O)N[C@@H](CC(C)C)[C@H](O)CC(=O)O)C(C)C)C(C)C	i
Cc1cc(C(=O)N(Cc2cc3cc4c(cc3nc2N2CCOCC2)CCC4)CC2CCCO2)c(=O)[nH]c1C (stereo unspecified)	i
Cc1cnc(SCC2CCCO2)nc1C1CCCN(C(=O)C2=NNC(=O)CC2)C1 (stereo unspecified)	i
Cc1c(CN2CCOc3c(O)cc(-c4nc5ccccc5s4)cc3C2)cnn1C	i
CC(=O)O[C@@H]1C(=O)[C@@]2(C)[C@H](O)C[C@H]3OC[C@]3(OC(C)=O)[C@@H]2[C@H](OC(=O)c2ccccc2)[C@@]2(O)C[C@H](OC(=O)[C@@H](O)[C@@H](NC(=O)c3ccccc3)c3ccccc3)C(C)=C1C2(C)C (stereo in doubt)	?
CC(=O)c1ccc(F)c(-c2cc(C)cc3c2OC(CNC(=O)Cn2nc(C)nc2C)C3)c1 (stereo unspecified)	i
O=C(CN1C(=O)c2ccccc2C1=O)NCC1Cc2cccc(-c3ncccn3)c2O1 (stereo unspecified)	i
O=C(NCc1cccnc1)c1cnn(-c2nccc(-c3cccs3)n2)c1C1CC1	i
CC(=O)Nc1ccccc1-c1nc(CNC(=O)c2cccc(F)c2)c(C)o1	i
CC(NC(=O)c1cccnc1)c1nnc2n1CCN(Cc1ccc(-c3ccccc3)cc1)CC2 (stereo unspecified)	i
Cc1csc(SCC(=O)N2CCOc3ccc(C(O)C4CCCCC4)cc3C2)n1 (stereo unspecified)	i
Cn1c(SCc2ccccc2)nnc1C1CCCN(Cc2cccc3ncccc23)C1 (stereo unspecified)	i
COc1cccc(-c2ccc(O)c(CNCc3cccc(OC)c3OC)c2)n1	i
O=C(NC[C@@H]1CCCN2CCCC[C@H]12)c1cnn(-c2nccc(-c3cc4ccccc4o3)n2)c1C1CC1	?
C[C@@H]1CN(Cc2ccc3c(c2)CN(Cc2cccn2-c2cccnc2)CCO3)C[C@H](C)O1	i
CC(C)N1C[C@@H](Sc2ccccn2)C[C@H]1C(=O)Nc1ccc2c(c1)Nc1ccccc1CC2	i
Cc1c(C(=O)NCC2CCCN(C)C2)cnn1-c1ncc2c(n1)-c1ccccc1CCC2 (stereo unspecified)	i
CC(=O)N[C@@H](C)C(=O)NCC1Cc2cc(C)cc(-c3cnccn3)c2O1 (stereo partly specified)	i
COc1ccccc1CCc1nc2ccccc2n1C1CCN(C(=O)c2cc(C)nn2C)CC1	i
O=C1C=CC(=O)c2c1ccc1c2ccc2ccccc21	i
CCOc1ccc(N=C(C)Nc2ccc(OCC)cc2)cc1	i
CC(C)c1c(C(=O)NCc2ccccn2)cnn1-c1nccc(-c2ccccc2F)n1	?

Exported in CSV form: entries from further up
SMILES,S2 tox
Cn1c(SCc2ccccc2)nnc1C1CCCN(Cc2cccc3ncccc23)C1 (stereo unspecified),i
COc1cccc(-c2ccc(O)c(CNCc3cccc(OC)c3OC)c2)n1,i
O=C(NC[C@@H]1CCCN2CCCC[C@H]12)c1cnn(-c2nccc(-c3cc4ccccc4o3)n2)c1C1CC1,?
C[C@@H]1CN(Cc2ccc3c(c2)CN(Cc2cccn2-c2cccnc2)CCO3)C[C@H](C)O1,i
CC(C)N1C[C@@H](Sc2ccccn2)C[C@H]1C(=O)Nc1ccc2c(c1)Nc1ccccc1CC2,i
Cc1c(C(=O)NCC2CCCN(C)C2)cnn1-c1ncc2c(n1)-c1ccccc1CCC2 (stereo unspecified),i
CC(=O)N[C@@H](C)C(=O)NCC1Cc2cc(C)cc(-c3cnccn3)c2O1 (stereo partly specified),i
COc1ccccc1CCc1nc2ccccc2n1C1CCN(C(=O)c2cc(C)nn2C)CC1,i
O=C1C=CC(=O)c2c1ccc1c2ccc2ccccc21,i
CCOc1ccc(N=C(C)Nc2ccc(OCC)cc2)cc1,i
CC(C)c1c(C(=O)NCc2ccccn2)cnn1-c1nccc(-c2ccccc2F)n1,?

Next section:
SMILES	S2 tox
COc1ccc(CN2CCC3(CC2)c2ccccc2[C@@H](NC(=O)c2ccco2)[C@@H]3OC)c(O)c1	i
CSCC[C@H](NC(=O)[C@H](Cc1ccc(OS(=O)(=O)O)cc1)NC(=O)[C@@H](N)CC(=O)O)C(=O)NCC(=O)N[C@@H](Cc1c[nH]c2ccccc12)C(=O)N[C@@H](CCSC)C(=O)N[C@@H](CC(=O)O)C(=O)N[C@@H](Cc1ccccc1)C(N)=O	i
O=C[C@H](O)[C@@H](O)[C@H](O[C@H]1O[C@H](CO)[C@@H](O[C@H]2O[C@H](CO)[C@@H](O)[C@H](O)[C@H]2O)[C@H](O)[C@H]1O)[C@H](O)CO	i
CCC1(C2CCN(Cc3c(C)[nH]c4ccccc34)CC2)NC(=O)N(Cc2ccc3c(c2)OCO3)C1=O (stereo unspecified)	i
Cc1cc(C(=O)NCc2nnc3n2CCN(Cc2ccc(C)c(C)c2)CC3)c(C)o1	i
O=C(NCC1Cc2cc(F)cc(-c3cnccn3)c2O1)c1cccc(-c2ccccc2F)c1 (stereo unspecified)	?
Cc1ccc(/C(=C/CN2CCCC2)c2ccccn2)cc1	i
O=C(/C=C/c1ccc(F)cc1)NCC1Cc2cccc(-c3ncccn3)c2O1 (stereo unspecified)	i
COc1ccc2cc(CNCc3ccccc3C(F)(F)F)c(N3CCCC(CO)C3)nc2c1 (stereo unspecified)	i
COc1ccc2c(c1)-c1nc(-n3ncc(C(=O)N(C)CC4CCCN(C)C4)c3C3CC3)ncc1CC2 (stereo unspecified)	i
COc1cc(Br)c(C[N+]2(CCOCCC3CCC4CC3C4(C)C)CCOCC2)cc1OC (stereo unspecified)	i
CS(=O)(=O)NC(=O)CCC/C=C\C[C@H]1C(=O)C[C@@H](O)[C@@H]1/C=C/[C@H](O)COc1ccccc1	i
CCC1C(=O)NCCN1Cc1ccc2c(c1)CN(Cc1ccc3c(c1)OCCO3)CCO2 (stereo unspecified)	i
Cc1c(C(=O)N2CCCC2)sc2ncnc(NCCN(C)C)c12	i
CN(CC1COCCO1)C(=O)c1cnn(-c2nccc(-c3ccccc3C(F)(F)F)n2)c1C1CC1 (stereo unspecified)	i
COc1cccc(-n2c(SC)nnc2C2CCN(CCC(C)c3ccc(C)o3)CC2)c1 (stereo unspecified)	i
COc1cccc(CN2CCCC(c3nc(C)ncc3-c3ccc(F)cc3)C2)c1OC (stereo unspecified)	i
CC[C@H](C)[C@@H]1O[C@]2(CC[C@@H]1C)C[C@H]1C[C@H](CC=C(C)[C@@H](O[C@@H]3C[C@H](OC)[C@H](O[C@@H]4C[C@H](OC)[C@H](O)[C@H](C)O4)[C@H](C)O3)[C@@H](C)C=CC=C3CO[C@@H]4[C@@H](O)C(C)=C[C@@H](C(=O)O1)[C@]34O)O2	?
